PPARg SRC1 recr: PPARgamma agonists recruiting SRC-1 coactivator, primary screen, biochemical | Peroxisome proliferator-activated receptor gamma (Homo sapiens), P37231 | PPARgamma-SRC-1 coactivator recruitment biochemical assay | activation, % at 8 µM | actives 0.41% (n = 200,000) | AID 631, 2007; in the data active means activation above about 19%;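 further: 0% = DMSO and 100% = reference agonist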
S1P3 antag: S1P3 receptor antagonists, primary screen, cell-based. Sphingosine 1-phosphate receptor 3 (Homo sapiens), Q99500. CHO S1P3 NFAT-BLA reporter, FRET fluorescence, antagonist mode. inhibition, % at 4.98 µM. actives 0.27% (n = 170,000). AID 485, 2006;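 active means inhibition above the plate cutoff, the mean inhibition of test wells on that plate plus 3 SD, cut at about 28% in these data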;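 further: cells challenged with S1P at its EC80 of 0.8 µM; blue over green emission ratio from cleaved BLA substrate after 4 h stimulation; 0% = S1P-stimulated wells and 100% = unstimulated DMSO-only wells; some compounds past the cut are filed as inactive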
G6PDH CS: L. mesenteroides G6PDH inhibitors, counter-screen for G6PDH-coupled screening assays, biochemical, Leuconostoc mesenteroides enzyme. glucose-6-phosphate dehydrogenase [Leuconostoc mesenteroides]. Purified L. mesenteroides G6PDH, diaphorase/resazurin coupled fluorescence, 45 min. inhibition, % at 5 µM. actives 0.12% (n = 200,000); in the data active means inhibition above about 50%
PMI act: activators of human PMI, primary screen, biochemical, fluorescence intensity, near-Km mannose 6-phosphate; Mannose-6-phosphate isomerase (Homo sapiens), P34949; purified human PMI, coupled resazurin fluorescence, 20 min; active compounds read high; 1 = vehicle control, 0 substrate-free wells; activation factor at 20 µM; actives 0.005% (n = 190,000); AID 1214, 2008;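 active means activation factor of 2 or more at 20 µM, relative to plate controls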
Target sequence (P34949 whole entry, looked up): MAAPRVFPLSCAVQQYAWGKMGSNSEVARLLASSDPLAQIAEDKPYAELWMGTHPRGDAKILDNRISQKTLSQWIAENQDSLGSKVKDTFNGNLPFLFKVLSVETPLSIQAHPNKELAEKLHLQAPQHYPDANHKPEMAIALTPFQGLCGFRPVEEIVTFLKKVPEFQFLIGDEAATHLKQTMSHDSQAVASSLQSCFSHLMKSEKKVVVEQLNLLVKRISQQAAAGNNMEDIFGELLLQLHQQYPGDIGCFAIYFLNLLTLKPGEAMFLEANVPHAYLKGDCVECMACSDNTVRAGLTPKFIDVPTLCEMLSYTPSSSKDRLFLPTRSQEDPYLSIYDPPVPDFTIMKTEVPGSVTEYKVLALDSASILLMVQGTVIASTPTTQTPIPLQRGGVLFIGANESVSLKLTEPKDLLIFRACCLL
Diaph inh CS: diaphorase inhibitors and chemical oxidizers, primary screen, counter-screen for diaphorase-coupled primary assays, biochemical, uHTS, resorufin fluorescence; diaphorase resazurin-to-resorufin fluorescence, NADH, 16 min; bacterial (C. kluyveri) enzyme, not human; inhibition, % at 20 µM; actives 0.69% (n = 190,000); AID 1217, 2008;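 active means primary screen inhibition at 20 µM above a set limit, cut at about 50% in these data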;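 further: plate controls were DMSO with full reaction for no effect and wells lacking NADH for full effect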
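Test system: bacterial diaphorase enzyme (C. kluyveri); Quantity: 0.14 U/mL diaphorase, enzyme working solution; Times: reaction incubation of 16 min at room temperature; Measured by: fluorescence of resorufin formed from resazurin, Ex 544/Em 590 nm; Benchmarks: positive control minus NADH, DMSO neutral control.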
Diaph act CS: compounds boosting diaphorase resazurin reduction – biochemical, uHTS, resorufin fluorescence, counter-screen for diaphorase-coupled primary assays, primary screen; activation factor at 20 µM; Diaphorase/resazurin coupled assay, 16 min; active compounds read high; 1 = vehicle wells, 0 = NADH-free wells; actives 0.005% (n = 190,000);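 active means diaphorase activity raised at least twofold by the compound at 20 µM; inactive means activation factor below 2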
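Material: bacterial diaphorase enzyme (C. kluyveri); amount: enzyme 0.07 U/mL final; reagent: NADH substrate 0.114 mM plus resazurin dye 0.1 mM, final; doses: single compound dose of 20 µM, 1% DMSO final; timing: 16 min enzyme reaction, ambient temperature; measured by: fluorescence of resorufin, 544 nm excitation, 590 nm emission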
SRC2 TRFRET art: TR-FRET signal artefacts, primary screen, artefact control for PPARgamma SRC-2 agonist project, biochemical | AID 1049, 2008 | TR-FRET ratio at 8 µM | actives 0.4% (n = 200,000) | TR-FRET artefact counter-screen; active compounds read high; in the data active means TR-FRET ratio above about 2000; further: inactives centre near 1500
PPARg SRC3 recr: PPARgamma agonists recruiting SRC-3 coactivator, primary screen, biochemical. Peroxisome proliferator-activated receptor gamma (Homo sapiens), P37231. biochemical PPARgamma/SRC-3 coactivator recruitment assay. activation, % at 8 µM. actives 0.26% (n = 200,000); in the data active means activation above about 23%;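 further: 0% = DMSO and 100% = reference agonist; some compounds past the cut are filed as inactive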
ROMK primary: ROMK potassium channel modulators, primary screen, cell-based, thallium flux, MLSMR library; ATP-sensitive inward rectifier potassium channel 1 (Homo sapiens), P48048; Tet-inducible ROMK, thallium flux fluorescence; actives lie on both sides; actives 2% (n = 130,000); B-score at 10 µM;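 active means signal ratio slope over the read window, or its plate-corrected B-score, at least 3 SD from the plate mean, either direction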;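 further: B-score of the F/F0 ratio slope over 7 to 12 s after thallium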
Target sequence (P48048 whole entry, looked up): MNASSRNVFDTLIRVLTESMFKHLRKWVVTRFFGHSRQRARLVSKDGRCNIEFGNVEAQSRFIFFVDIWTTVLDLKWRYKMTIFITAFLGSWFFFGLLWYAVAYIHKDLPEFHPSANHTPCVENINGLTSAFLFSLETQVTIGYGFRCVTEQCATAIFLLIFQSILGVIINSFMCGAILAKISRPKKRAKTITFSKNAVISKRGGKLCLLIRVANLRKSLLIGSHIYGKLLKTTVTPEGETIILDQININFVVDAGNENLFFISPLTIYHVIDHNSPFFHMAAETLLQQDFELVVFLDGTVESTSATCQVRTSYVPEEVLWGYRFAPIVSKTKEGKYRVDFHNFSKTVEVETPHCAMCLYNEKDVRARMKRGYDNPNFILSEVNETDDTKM
PMI act hi M6P: human PMI activators, high substrate, primary screen, biochemical, fluorescence intensity, near-saturating mannose 6-phosphate; Mannose-6-phosphate isomerase (Homo sapiens), P34949; coupled PMI enzyme assay, resazurin fluorescence, 20 min; active compounds read high; 1 = untreated enzyme, 0 = substrate-free blank; activation factor at 20 µM; actives 0.34% (n = 190,000); AID 1216, 2008;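 active means activation factor of 2 or more at 20 µM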
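test system = human PMI in coupled enzyme assay | medium = HEPES-buffered pH 7.4 with magnesium and detergent | also added = 1.0 mM mannose-6-phosphate substrate with 0.22 mM NADP+ | compound = 20 µM single dose | times = 20 min incubation at room temperature | measured by = resorufin fluorescence (Ex 544/Em 590 nm) from resazurin via diaphorase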
PPARg SRC2 recr: agonists of PPARg-SRC-2 recruitment, primary screen, biochemical, HTS; Peroxisome proliferator-activated receptor gamma (Homo sapiens), P37231; activation, % at 8 µM; actives 0.34% (n = 200,000); AID 1032, 2008; PPARgamma LBD-SRC-2 recruitment; in the data active means activation above about 22%;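 further: 0% = vehicle and 100% = reference agonist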
Starred values were filed as active, the others as inactive; x = not tested or not shown. Compounds as they come; any-hit rate near 3.3%.

SMILES	PPARg SRC1 recr	S1P3 antag	G6PDH CS	PMI act	Diaph inh CS	Diaph act CS	SRC2 TRFRET art	PPARg SRC3 recr	ROMK primary	PMI act hi M6P	PPARg SRC2 recr
Cc1ccc(-c2ccc(CCC(=O)O)n2CC2CCCO2)cc1 (stereo not given)	-1	x	12	1	5	1	1618	0	x	1	-1
Cc1cc(C)c2c(NC(=O)C3CC3)nn(C)c2n1	1	-4	5	0.9	10	0.9	1371	0	0.24	0.9	-1
COCCNC(=O)c1c[nH]c2ccc(S(=O)(=O)N3CCC4(CC3)OCCO4)cc2c1=O	9	x	-17	0.9	8	0.9	1599	18	0.46	0.9	17
CCOc1ccc(-n2c(C)nc3c(cnn3-c3ccc(Cl)cc3)c2=O)cc1	4	-21	-29	0.9	13	0.9	1392	-8	x	0.9	10
CC1=NN(c2ccccc2)C(=O)/C1=C\N1CC(C)OC(C)C1 (stereo not given)	-4	x	2	1	4	1	1596	-7	x	1	6
O=C(N/N=C/c1ccc(OCCCF)cc1)c1ccc(C(F)(F)F)cc1	-1	4	-7	1.8	6	0.9	1494	-1	0.44	1	4
Cc1nc2ccccc2n1/C(=N/S(=O)(=O)c1ccc(Br)cc1)c1ccccc1	2	x	1	1.1	7	0.9	1612	10	x	1.1	14
CCOC(=O)c1nc(N)c(=O)n(-c2ccccc2)n1	-1	-13	16	1.1	6	0.9	1464	-9	-0.18	0.9	-5
Cc1cccc(N2CCN(C(=O)c3ccc(CNc4c(N5CCC(C)CC5)c(=O)c4=O)cc3)CC2C)c1 (stereo not given)	5	-14	3	1	-5	1	1448	1	0.14	1	6
Cc1ccc2oc(=O)c(/C=C(\O)C(C)(C)C)nc2c1	4	1	0	0.9	9	0.9	1628	3	0.32	0.8	2
CC(C)Sc1nc(NCc2ccco2)c2c3c(sc2n1)COC(C)(C)C3	8	x	4	1	34	0.7	1603	6	x	1	11
Cc1onc(-c2c(F)cccc2Cl)c1C(=O)OCC(=O)c1c(N)n(C)c(=O)n(C)c1=O	3	0	4	1	9	0.9	1583	3	0.75	1	0
O=C(NCc1ccc2c(c1)OCO2)c1n[nH]c(=O)c2ccccc12	1	3	3	1.2	4	1	1533	5	-0.17	1.1	0
O=C(CSc1nc2ccccc2s1)N1CCOCC1	-4	-14	3	0.8	16	0.8	1673	0	x	0.9	5
COc1cccc(CNc2ccc(Br)cn2)c1O	2	x	8	0.9	-2	1	1709	6	-0.76	0.8	0
CCO[C@@H]1OC(C(=O)NCc2ccccc2)=C[C@H](c2ccc(Br)cc2)[C@H]1CCCO	2	17	8	0.9	21	0.8	1300	-5	x	1	-2
COc1ccccc1/C=C/C=N/n1c(COc2ccccc2)n[nH]c1=S	-3	x	5	0.9	29	0.7	1661	3	x	0.8	-3
CC(C)C(=O)Nc1ccc(C(=O)NNC(=O)C(c2ccccc2)c2ccccc2)cc1	2	x	2	1	5	0.9	1409	-2	-0.4	0.9	15
O=C(O)CSCc1c(F)cccc1Cl	-2	-21	4	1	8	0.9	1381	-3	-1.1	1	-3
COc1ccc(CCN2CCCn3c2nc2c3c(=O)n(Cc3ccccc3F)c(=O)n2C)cc1OC	18	-13	10	0.9	12	0.9	1549	0	0.61	0.8	14
CCc1cc2c(-n3nc(C)cc3C)ncnc2s1	2	x	1	1	6	0.9	1305	21	-0.41	1	-5
Cc1cccnc1NC(=O)CSc1nnc(COc2ccc(C(C)C)cc2)n1C	-3	-1	9	1	9	0.9	1412	0	0.36	1	2
O=C(Cc1ccc(-c2ccccc2)cc1)NCc1cccnc1	-5	-3	13	0.9	28	0.7	1441	-5	3.2*	0.8	-7
O=C(NC(=S)Nc1cccc(NC(=O)c2ccccc2Cl)c1)c1cccs1	-2	11	2	0.9	14	0.9	1435	0	-0.093	1	-4
O=C(c1ccc2c(c1)c(=O)oc1ccccc12)N1CCCCC1	-10	5	x	x	x	x	1462	-8	x	x	0
Cc1ccccc1OCCSc1nc(N(C)C)nc(N(C)C)n1	0	-5	0	0.9	5	1	1476	1	x	1	4
CCOC(=O)C1CCCN(C(=O)CCc2ccccc2)C1 (stereo not given)	0	21	11	0.9	17	0.8	1432	-15	x	0.9	4
O=C(CSc1nnc(-c2ccco2)n1-c1ccccc1)NCc1ccc2c(c1)OCO2	7	-30	4	0.9	14	0.9	1529	-6	x	1	4
O=C1CNCc2[nH]c3ccccc3c2N1c1ccccc1	-5	20	-3	0.9	12	0.9	1390	-15	x	0.9	2
Cn1cc(Cl)c(-c2n[nH]c(=S)n2C2CCCCC2)n1	-2	-7	5	1	9	0.9	1471	-5	-0.9	1	-6

Just G6PDH CS, for two of the compounds above:
SMILES	G6PDH CS
CCOC(=O)C1CCCN(C(=O)CCc2ccccc2)C1 (stereo not given)	11
O=C(CSc1nnc(-c2ccco2)n1-c1ccccc1)NCc1ccc2c(c1)OCO2	4

New compounds follow:
SMILES	PPARg SRC1 recr	S1P3 antag	G6PDH CS	PMI act	Diaph inh CS	Diaph act CS	SRC2 TRFRET art	PPARg SRC3 recr	ROMK primary	PMI act hi M6P	PPARg SRC2 recr
CCOC(=O)c1sc(NC(=O)CN2C(=O)c3cccc4cccc(c34)C2=O)nc1C	1	x	4	1.1	5	1	1548	3	x	1	-3
Cc1ccc(CS(=O)(=O)c2ncn[nH]2)cc1	3	-9	-1	1.1	2	1	1587	2	0.3	1.1	9
COc1ccc(C(C(=O)NC2CCCCC2)N(C(=O)c2sc(C)nc2C)c2ccccc2C)cc1 (stereo not given)	2	x	7	0.9	10	0.9	1634	15	x	0.9	3
CCCNC(=O)COC(=O)c1ccc(N2CCCC2)c([N+](=O)[O-])c1	0	3	-3	1	7	0.9	1524	1	-1.6	1	-9
CCN1C(=O)/C(=C\c2cccs2)C(C(=O)OC)=C1C	4	x	6	1	13	0.9	1537	-7	x	1	-2
COc1ccccc1NC(=O)NCC(=O)Nc1c(C)cccc1C	1	4	7	1.2	2	1	1412	-8	0.31	1.1	-4
CCCC(=O)n1nc(-c2ccco2)nc1SCc1ccccc1	4	15	18	1.1	-5	1.1	1485	0	x	1.2	-3
COC(=O)c1ccc(N=Cc2c(C(F)(F)F)[nH][nH]c2=O)cc1	-1	-1	8	1.2	9	0.9	1555	0	0.48	1.1	1
CCc1ccc(-n2c(=O)c3c(C)c(C(=O)N(C)C)sc3n(CC(=O)NCC3CCCO3)c2=O)cc1 (stereo not given)	6	1	3	1	5	0.9	1576	1	0.062	0.9	7
CCOC(=O)c1ccc(NC(=O)c2ccc3c(c2)OCO3)cc1	0	37	0	0.9	6	0.9	1496	4	0.073	1	3
CCc1ccc2c(c1)C(c1ccc([N+](=O)[O-])cc1)=NNC(c1ccc(F)cc1)=N2	6	x	-27	0.9	4	1	1698	7	x	0.9	-1
COc1ccc(OCC(O)CNC(=O)c2ccc(OC)cc2)cc1 (stereo not given)	8	-10	14	1	8	0.9	1459	-1	-1.1	1	12
Cc1ccc2[nH]nc(C(=O)N3CCCC(C(=O)c4ccc(Cl)cc4)C3)c2c1 (stereo not given)	4	2	5	0.7	40	0.6	1661	6	x	0.8	4
COc1cccc(-c2ccc(SCC(=O)N3CCN(c4ccccc4)CC3)nn2)c1	11	9	-4	1	29	0.7	1690	6	0.58	0.9	-1
Cc1cc(C(=O)C(=O)NC(C)C)c(C)n1-c1ccc([N+](=O)[O-])cc1	-8	x	5	1.1	1	1	1406	-8	x	1	-3
COc1ccc(C(O)c2nccn2Cc2ccccc2)cc1 (stereo not given)	10	7	3	0.9	10	0.9	1618	11	x	0.9	-1
Cc1ccc(/C(N)=N/OC(=O)c2cccs2)cc1	1	-4	-12	0.9	0	1	1585	4	0.19	1	8
COc1cc(NC(=O)c2cccc3c2C(=O)N(Cc2cccnc2)C3)cc(OC)c1OC	2	9	-37	0.9	13	0.9	1390	-2	x	0.9	-4
CCC(NC(=O)CCCc1ccccc1)c1ccccc1 (stereo not given)	0	-6	0	0.9	18	0.8	1577	6	0.29	0.8	5
C=CCNC(=S)Nc1ccc(Br)cc1F	0	8	-10	0.9	16	0.8	1507	2	-1	1.1	2
C=CCn1c(CCNC(=O)c2cccs2)nnc1SCC(=O)Nc1cccc(Cl)c1C	3	x	1	1	14	0.9	1651	2	-0.23	1	1
COC(=O)c1cn(NC(=O)Cc2ccc(OC)c(OC)c2)c(=O)c2ccccc12	9	-3	-2	1	10	0.9	1628	2	-0.082	1	2
COc1cc(/C=N/NC(=O)C[n+]2ccccc2)cc(OC)c1OC	2	-3	9	1	-1	1	1593	3	-0.21	1	10
CC1(C)CSC(=NCCc2ccccc2)N1C(=O)c1ccc(C#N)cc1	-5	3	-21	0.9	11	0.9	1457	-6	x	1	1
O=C(N/N=C/c1ccc([N+](=O)[O-])cc1)c1cccc2cc[nH]c12	-2	-5	-5	1.1	2	1	1354	-3	-0.57	1.1	6
CC(=O)N1N=C(c2ccncc2)CC1c1ccccc1O (stereo not given)	1	-12	19	1	-9	1.1	1669	8	0.55	1	3
Cc1ccc(C2CC(=O)Oc3cc(O)ccc32)cc1 (stereo not given)	5	-4	17	1	9	0.9	1512	2	-0.022	0.9	4
O=C(CSC1=Nc2ccccc2C2=NC(CC(=O)NCc3ccco3)C(=O)N12)NCc1ccco1 (stereo not given)	4	x	3	0.9	20	0.8	1584	7	x	1	6
